TPT1 inhibitor: C. albicans TPT1 enzyme inhibition; inhibition, % at 5 µM; AID 1962; 0.81% of 300,000 active; recombinant caTPT1, FP RNA substrate dephosphorylation;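 active = inhibition above the mean of all tested compounds plus 3 SD, set per screening campaign, cut at about 24% in these data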;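 also: plate controls were DMSO alone for no effect and ferristatin control at 100 nM for full effect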
HCV core dimer: HCV core protein dimerization inhibition; TR-FRET GST/Flag-core106 dimerization, 1536-well; inhibition, % at 5 µM; 0.33% of 300,000 active;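 active = inhibition above the mean of all tested compounds plus 3 SD, set per screening campaign, cut at about 45% in these data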
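Assay system: tagged HCV core106 pair (GST and Flag); medium: KF-containing HEPES buffer, pH 7.45, DTT, CHAPS, BSA; also added: Eu donor and XL665 acceptor anti-tag antibodies; dosing: 5 µM single dose; timing: compound-protein-antibody incubation 4 h at 22.5 °C; signal: TR-FRET 671 and 617 nm emission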
Efflux pump mplx: blocks antifungal efflux pumps in multiplex yeast assay | S. cerevisiae Candida pump triplex, Nile Red efflux | inhibition, % at 10 µM | 0.44% of 330,000 active;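 active = plate passing quality check with inhibition over a set limit, or well fluorescence over plate mean plus 4 SD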;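 also: Nile Red retained in pooled yeast measured as flow cytometry median fluorescence; 0% = buffer negative control and 100% = Enniatin B positive control; higher means more Nile Red kept so more efflux inhibition; some compounds called inactive have numbers as strong as hits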
EBNA-1 inhibitor: blocks EBNA-1 binding to DNA | EBNA-1 DNA binding, fluorescence polarization | inhibition, % at 14.8 µM | 0.34% of 300,000 active | AID 1950; in the data active = inhibition above about 28%
ZTA DNA inh: ZTA (EBV) inhibition in EBNA-1 counter-screen; P03206; ZTA-DNA binding, fluorescence polarization; inhibition, % at 11 µM; 0.15% of 320,000 active; in the data active = inhibition above about 33%
Target sequence (P03206 whole entry, looked up): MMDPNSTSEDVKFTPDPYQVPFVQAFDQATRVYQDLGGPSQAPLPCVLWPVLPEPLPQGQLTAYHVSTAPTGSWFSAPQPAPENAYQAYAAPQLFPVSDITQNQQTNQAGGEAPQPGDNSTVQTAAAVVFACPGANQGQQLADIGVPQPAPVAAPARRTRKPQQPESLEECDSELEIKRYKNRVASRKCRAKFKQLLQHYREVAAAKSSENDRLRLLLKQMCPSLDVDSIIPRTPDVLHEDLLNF
CTSL1 counter: blocks F. hepatica cathepsin L1 in PFM18AAP counter-screen; 0.49% of 300,000 active; AID 1906; recombinant F. hepatica cathepsin L1, Z-Leu-Arg-MCA fluorescence; inhibition, % at 5.96 µM;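 active = inhibition above the mean of all tested compounds plus 3 SD, set per screening campaign, cut at about 17% in these data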;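 also: 0% = plate median of test compound wells and 100% = 1 µM Z-Phe-Ala-diazomethylketone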
PP1 counter: counter-screen for PP5 inhibitors: inhibitors of human PP1-alpha; P62136; purified PP1alpha, OMFP fluorescence; inhibition, % at 6.7 µM; 0.9% of 320,000 active; AID 2235;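 active = inhibition above the mean inhibition of all tested compounds plus 3 SD, computed separately for each screening campaign, cut at about 15% in these data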
Target sequence (P62136 whole entry, looked up): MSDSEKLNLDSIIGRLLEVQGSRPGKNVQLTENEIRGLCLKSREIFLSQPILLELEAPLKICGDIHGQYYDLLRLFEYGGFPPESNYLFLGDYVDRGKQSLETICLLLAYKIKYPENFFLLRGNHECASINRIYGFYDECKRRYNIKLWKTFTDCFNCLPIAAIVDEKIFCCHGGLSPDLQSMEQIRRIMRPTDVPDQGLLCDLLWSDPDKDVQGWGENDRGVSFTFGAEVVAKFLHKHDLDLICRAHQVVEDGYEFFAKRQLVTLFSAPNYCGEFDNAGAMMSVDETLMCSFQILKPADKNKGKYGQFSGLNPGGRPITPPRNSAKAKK
PREPL inhibitor: inhibitors of human prolyl oligopeptidase-like enzyme PREPL | 0.68% of 320,000 active | recombinant PREPL, fluorescence polarization activity-based probe | AID 2751 | Q4J6C6 | inhibition, % at 5.96 µM; in the data active = inhibition above about 43%;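 also: 0% = enzyme with DMSO and 100% = wells lacking enzyme; many of its hits are not listed in these tables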
PP5 inh: inhibitors of human protein phosphatase 5 (PP5); inhibition, % at 6.7 µM; 0.18% of 320,000 active; P53041; purified PP5c, OMFP substrate fluorescence;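 active = inhibition above the campaign's mean inhibition across all tested compounds plus 3 SD, cut at about 9.5% in these data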;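 also: 0% = DMSO only and 100% = 100 µM cantharidin control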
Target sequence (P53041 whole entry, looked up): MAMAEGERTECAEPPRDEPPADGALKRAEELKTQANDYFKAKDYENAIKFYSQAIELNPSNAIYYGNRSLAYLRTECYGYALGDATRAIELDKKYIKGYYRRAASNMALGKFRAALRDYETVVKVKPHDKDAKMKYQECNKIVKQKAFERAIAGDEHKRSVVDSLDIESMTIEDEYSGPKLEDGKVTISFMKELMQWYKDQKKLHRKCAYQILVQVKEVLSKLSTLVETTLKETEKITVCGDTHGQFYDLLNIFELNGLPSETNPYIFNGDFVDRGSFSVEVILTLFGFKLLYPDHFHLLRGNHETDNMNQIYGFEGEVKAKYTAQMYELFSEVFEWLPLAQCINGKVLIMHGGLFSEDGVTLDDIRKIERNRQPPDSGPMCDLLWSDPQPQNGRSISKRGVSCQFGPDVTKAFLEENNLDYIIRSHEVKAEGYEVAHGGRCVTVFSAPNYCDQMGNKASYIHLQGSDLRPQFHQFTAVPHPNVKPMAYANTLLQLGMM
Numbers without * were called inactive; · = not tested or not shown.

Preview, 2 compounds:
SMILES | TPT1 inhibitor | HCV core dimer | Efflux pump mplx | EBNA-1 inhibitor | ZTA DNA inh | CTSL1 counter | PP1 counter | PREPL inhibitor | PP5 inh
C/C(=N\NC(=O)c1nn(C)cc1Br)c1cccc(NC(=O)C2CCCC2)c1 | -1.5 | -0.6 | 0.1 | -4.1 | 7.2 | 0.3 | -2.7 | -5.4 | 0.1
Cn1cccc1C(=O)NNC(=O)COc1ccc(C#N)cc1 | · | · | 0.0 | · | -13.1 | · | 3.3 | 8.8 | 2.7

Main list, repeating the preview:
SMILES | TPT1 inhibitor | HCV core dimer | Efflux pump mplx | EBNA-1 inhibitor | ZTA DNA inh | CTSL1 counter | PP1 counter | PREPL inhibitor | PP5 inh
C/C(=N\NC(=O)c1nn(C)cc1Br)c1cccc(NC(=O)C2CCCC2)c1 | -1.5 | -0.6 | 0.1 | -4.1 | 7.2 | 0.3 | -2.7 | -5.4 | 0.1
Cn1cccc1C(=O)NNC(=O)COc1ccc(C#N)cc1 | · | · | 0.0 | · | -13.1 | · | 3.3 | 8.8 | 2.7
COc1ccc(Oc2ccc(N/C=C3\CCCC3=O)cc2)cc1 | 7.5 | 0.1 | 0.0 | 2.7 | -4.8 | 1.9 | -3.5 | 6.3 | 5.0
CCCc1ccc(S(=O)(=O)Nc2ccc(C)c(NS(C)(=O)=O)c2)cc1 | 0.8 | -6.1 | 0.0 | -3.3 | -14.7 | -5.1 | 1.1 | -1.9 | 5.0
O=C(N/N=C/c1c[nH]c2ccccc12)c1cc(Cl)ccc1O | 1.1 | -9.2 | 0.2 | -14.7 | 4.6 | -1.1 | 5.6 | 22.1 | -2.9
COc1ccc(NC(=O)CCC(=O)N/N=C/c2cn(C)nc2C)cc1 | -4.0 | -1.7 | 0.2 | -7.8 | -3.0 | -1.9 | 0.6 | 16.4 | 3.2
O=C(CSc1nnc(NC(=O)c2ccccc2F)s1)Nc1ccccc1F | 0.2 | -26.1 | 0.2 | -6.4 | 2.0 | -2.2 | 0.3 | 5.8 | -2.7
Nc1c(C(=O)N2CCOCC2)oc2ccccc12 | -2.1 | -0.2 | -0.1 | -7.3 | -5.3 | -1.0 | -2.1 | 0.1 | -0.6
COc1ccc(NS(=O)(=O)c2ccc(O)c(C(=O)OCC(=O)NC3CCCCC3)c2)cc1 | -1.5 | -2.6 | -0.6 | -6.3 | -1.2 | 0.9 | -3.9 | 12.1 | 2.3
COc1ccccc1N(C(=O)CNC(=O)c1ccco1)C(C(=O)NC1CCCCC1)c1ccncc1 (centres undefined) | -3.4 | -12.0 | -0.1 | 2.5 | -13.9 | -3.4 | -1.9 | 10.9 | 0.6
CS(=O)(=O)N(Cc1ccccc1)c1ccc(C(=O)NCC2CCCO2)cc1 (centres undefined) | -2.9 | -15.5 | -0.1 | -11.0 | -10.4 | -0.8 | 1.3 | 10.1 | 0.2
Cc1nn2c3c(cnc2c1-c1ccc(Cl)cc1)C(=O)CC(c1ccco1)C3 (centres undefined) | -1.0 | 7.9 | 0.0 | -3.5 | -1.4 | 0.1 | -1.3 | 0.6 | 1.2
Cc1cc(C(F)(F)F)n2nc(-c3cnn(C)c3C(F)(F)F)c(Br)c2n1 | 0.9 | 0.1 | -0.2 | -6.1 | 4.0 | 3.4 | 6.2 | 0.7 | 3.7
CCOC(=O)c1ccc(N2C(=O)CC(N3CC(C)OC(C)C3)C2=O)cc1 (centres undefined) | -2.5 | -5.8 | 0.0 | -5.9 | -4.2 | 1.6 | -4.0 | 10.4 | 0.9
COc1cccc(CC(=S)N2CCOCC2)c1 | 0.7 | -2.8 | 0.9 | 5.1 | 0.5 | -0.3 | 2.4 | -16.6 | -0.3
CN(C)c1nc(NCc2ccccc2)nc(N/N=C/c2ccc(Br)cc2)n1 | 0.0 | 3.2 | -0.3 | 10.0 | 16.6 | 2.0 | -3.3 | 3.0 | -0.3
Cc1cc(C)nc(NC(=NCCc2c[nH]c3ccccc23)NC(=O)C(C)(C)C)n1 | -1.1 | -6.6 | 0.1 | 0.4 | -26.0 | -2.1 | -0.6 | 13.1 | 1.0
CN(C)S(=O)(=O)c1ccc2oc(SCC(=O)c3c(N)n(C4CC4)c(=O)[nH]c3=O)nc2c1 | · | · | -0.1 | · | -0.3 | · | -3.7 | -0.3 | 2.2
CCN(CC)CCn1c2ccccc2c2cnc(N=CN(C)C)c(C#N)c21 | 2.6 | -27.2 | -0.1 | -1.8 | 18.6 | 3.6 | 3.9 | 36.8 | 0.1
Cc1c(C(c2cccc(Br)c2)c2c(C)n(C)n(-c3ccccc3)c2=O)c(=O)n(-c2ccccc2)n1C | -2.2 | 7.4 | -0.2 | 14.8 | 0.7 | -0.5 | -0.6 | 0.8 | 1.1
C/C(=N\N=C(N)N)c1cccc(Cl)c1 | 2.5 | -5.5 | 0.0 | 3.4 | -17.2 | 4.4 | 2.0 | -11.3 | -1.8
Cc1cccc(C(=O)OCC(=O)N(C)c2ccccc2)c1C | -0.2 | -16.2 | 0.5 | 1.3 | -13.8 | 5.4 | 0.2 | 12.8 | -1.5
C=C(C)Cn1c(=O)c2c(nc3n2CCCN3Cc2ccccc2)n(C)c1=O | -1.9 | -1.6 | 0.0 | -4.7 | -1.4 | -1.1 | -2.5 | 21.4 | 2.2
CN(C)C(CNC(=O)c1ccc(S(=O)(=O)Nc2ccccc2)cc1)c1ccco1 (centres undefined) | -2.9 | 0.7 | -0.1 | 1.3 | 9.8 | 3.6 | -9.4 | -1.5 | 0.1
CC(=O)Nc1nonc1-c1nc2ccccc2n1C | -10.2 | -6.7 | -0.1 | -1.1 | -15.4 | 1.8 | 2.9 | 14.4 | -0.3
Cc1ccc(C)c(NC(=O)Cn2nnc(C(=O)NCc3cccs3)c2N)c1 | 1.9 | -2.7 | 0.1 | 10.8 | -3.7 | -1.6 | 3.3 | -3.0 | 1.1
O=C(O)CC1S/C(=N/N=C/c2ccc(-c3ccc(Cl)cc3[N+](=O)[O-])o2)NC1=O (centres undefined) | -2.1 | -5.4 | 0.0 | 14.6 | -2.2 | 2.9 | -0.4 | 12.9 | -0.9
NNC(=O)c1cccc(S(=O)(=O)Nc2cccc(C(F)(F)F)c2)c1 | -0.5 | -0.5 | -0.1 | -0.6 | -4.3 | -0.5 | 1.8 | 10.1 | -0.9
CCN(CC)S(=O)(=O)c1ccc(OCC2CCCCO2)c([N+](=O)[O-])c1 (centres undefined) | 0.1 | -5.7 | 0.1 | -14.3 | -3.6 | -0.2 | -0.5 | 8.1 | 1.1
O=C(c1ccc(NC(=S)NCc2ccc(Cl)cc2)cc1)N1CCCCC1 | 1.5 | 3.8 | 0.0 | -1.9 | 14.6 | -0.6 | 1.1 | 1.5 | 0.6

Next part
SMILES | TPT1 inhibitor | HCV core dimer | Efflux pump mplx | EBNA-1 inhibitor | ZTA DNA inh | CTSL1 counter | PP1 counter | PREPL inhibitor | PP5 inh
Clc1ccc(CSc2nnc(/C=C/c3ccccc3)o2)c(Cl)c1 | 3.6 | 5.2 | 0.3 | -2.0 | 2.4 | -1.3 | 0.6 | 3.7 | 0.6
CC1CC(C)CN(C(=O)c2cc3c(s2)CCC3)C1 (centres undefined) | -3.1 | 3.1 | 0.1 | 2.4 | 2.4 | -1.8 | -3.8 | -1.5 | 2.1
COC(=O)CC1C(=O)NCCN1C(=O)c1ccc([N+](=O)[O-])cc1 (centres undefined) | -1.6 | 4.9 | 0.1 | 0.5 | 2.8 | -2.1 | -3.2 | -1.7 | -1.0
Cc1cc(C(=O)NCc2cccnc2)no1 | 1.1 | -5.5 | 0.1 | 9.4 | -5.9 | -2.5 | -1.9 | 6.8 | -0.6
Cc1c(NS(=O)(=O)c2ccc(N(C)C3CCCCC3)c([N+](=O)[O-])c2)c(=O)n(-c2ccccc2)n1C | -3.8 | 7.0 | -0.7 | 3.9 | -21.1 | 1.9 | 3.6 | 28.4 | 2.8
CC(C)(C)NC(=S)NCCc1ccccc1 | 0.0 | -0.8 | -0.3 | 15.5 | -2.2 | 0.2 | -1.1 | 6.7 | -1.3
Cc1ccc(/C=c2/sc3n(c2=O)CCCN=3)o1 | 1.9 | -7.9 | 0.1 | -8.9 | -15.9 | 0.6 | -5.1 | 4.1 | 0.3
Cc1ccc(SCC(=O)Nc2ccc3c(c2)C(=O)N(C)C3=O)cc1 | -1.9 | 0.7 | 0.1 | -14.4 | 8.1 | 0.7 | -2.5 | 2.7 | 1.1
O=C(O)c1ccc(COc2ccc([N+](=O)[O-])cc2)o1 | 0.7 | 3.8 | 1.7 | 5.2 | 11.0 | -2.8 | -1.3 | 2.6 | -0.6
O=C(CSc1nccn1Cc1ccccc1)NCc1ccccc1 | 0.6 | -2.2 | 0.0 | 0.1 | -10.0 | -2.0 | -2.1 | -5.0 | 1.4
CN(C(=O)CSc1nnc(N)s1)c1c(N)n(Cc2ccccc2)c(=O)[nH]c1=O | -2.3 | 5.3 | -0.2 | 8.7 | -17.9 | -3.9 | -8.9 | -2.5 | 3.2
C/C(=N/NS(=O)(=O)c1ccccc1)c1ccc(NC(=O)C(F)(F)F)cc1 | 1.1 | -7.9 | -1.0 | 12.5 | -19.9 | -2.6 | 4.3 | -1.3 | 1.9
Cc1cccc(NC(=O)CO/N=C/c2ccc3c(c2)OCO3)c1 | -1.1 | -1.2 | -2.2 | -3.8 | -3.2 | 0.5 | 1.0 | -2.2 | 0.7
COC(=O)CCCCNC(=O)Nc1ccccc1 | 4.7 | 1.9 | 0.0 | 2.4 | -7.2 | 2.0 | -3.6 | -0.9 | 0.8
COc1cc(NC(=O)C2CCCCC2)c(OC)cc1NC(=O)CN1CCCCC1 | -0.6 | 7.2 | -0.1 | 5.8 | 2.9 | 2.2 | 0.7 | 5.9 | 0.4
Cc1ccccc1NC(=S)NC12CN3CN(CN(C3)C1)C2 | 1.7 | 1.0 | -0.2 | 9.2 | 2.2 | 0.3 | -3.0 | -2.2 | -1.8
O=C(COC(=O)c1ccc(Br)cc1)NC1CCCC1 | -3.5 | -10.8 | 0.0 | 3.6 | -0.3 | -3.4 | -1.3 | 6.8 | -2.1
Cc1ccc(-c2cc(C(=O)NCCCN3CCOCC3)c3ccccc3n2)cc1 | -0.9 | -1.6 | 0.0 | -8.0 | -5.2 | 1.9 | -3.3 | -10.0 | -0.7

A second format for part of the listing above.
Below each SMILES: TPT1 inhibitor, HCV core dimer, Efflux pump mplx, EBNA-1 inhibitor, ZTA DNA inh, CTSL1 counter, PP1 counter, PREPL inhibitor, PP5 inh
- COC(=O)CCCCNC(=O)Nc1ccccc1
→ 4.7, 1.9, 0.0, 2.4, -7.2, 2.0, -3.6, -0.9, 0.8
- Cc1ccc(/C=c2/sc3n(c2=O)CCCN=3)o1
→ 1.9, -7.9, 0.1, -8.9, -15.9, 0.6, -5.1, 4.1, 0.3
- COC(=O)CC1C(=O)NCCN1C(=O)c1ccc([N+](=O)[O-])cc1 (centres undefined)
→ -1.6, 4.9, 0.1, 0.5, 2.8, -2.1, -3.2, -1.7, -1.0
- CC(C)(C)NC(=S)NCCc1ccccc1
→ 0.0, -0.8, -0.3, 15.5, -2.2, 0.2, -1.1, 6.7, -1.3
- Cc1ccc(SCC(=O)Nc2ccc3c(c2)C(=O)N(C)C3=O)cc1
→ -1.9, 0.7, 0.1, -14.4, 8.1, 0.7, -2.5, 2.7, 1.1
- O=C(COC(=O)c1ccc(Br)cc1)NC1CCCC1
→ -3.5, -10.8, 0.0, 3.6, -0.3, -3.4, -1.3, 6.8, -2.1

Source: PubChem BioAssay

Not all compounds are listed; count on the stated rates, not on these rows.
